Screening data: PubChem, several laboratories
VLA-4 inh = inhibition in a human VLA-4 binding assay; P13612; VLA-4 expressing cells, ligand binding flow cytometry; inhibition, % (about 7 µM as worked out from the volumes in the protocol); 0.2% of 330,000 active; in the data active means inhibition above about 50%
PP1 inh = blocks human PP1-alpha phosphatase, a PP5 counter-screen; purified PP1alpha, OMFP fluorescence; 0.9% of 320,000 active; inhibition, % at 6.7 µM; P62136;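 active means inhibition above the mean inhibition of all tested compounds plus 3 SD, computed separately for each screening campaign, cut at about 15% in these data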
Target sequence (P62136 whole entry, looked up): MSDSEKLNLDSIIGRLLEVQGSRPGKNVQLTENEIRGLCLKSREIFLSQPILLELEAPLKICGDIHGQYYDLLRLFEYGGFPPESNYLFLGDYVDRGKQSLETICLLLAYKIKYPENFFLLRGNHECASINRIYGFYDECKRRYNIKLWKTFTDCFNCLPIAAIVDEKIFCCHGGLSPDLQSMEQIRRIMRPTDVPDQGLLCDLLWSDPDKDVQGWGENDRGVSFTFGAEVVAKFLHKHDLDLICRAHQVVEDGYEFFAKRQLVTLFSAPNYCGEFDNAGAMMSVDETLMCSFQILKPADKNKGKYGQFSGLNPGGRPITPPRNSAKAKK
core dimer inh = blocks dimerization of HCV core protein; TR-FRET GST/Flag-core106 dimerization, 1536-well; inhibition, % at 5 µM; 0.33% of 300,000 active;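 active means inhibition above the mean of all tested compounds plus 3 SD, set per screening campaign, cut at about 45% in these data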
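Material: Tagged HCV core106 pair (GST and Flag) | Amount: GST-core106 13.5 nM, Flag-core106 17 nM | Medium: KF-containing HEPES buffer, pH 7.45, DTT, CHAPS, BSA | Reagent: Eu donor and XL665 acceptor anti-tag antibodies | Schedule: 4 h at 22.5 °C | Technique: Time-resolved FRET, ex 340 nm, em 617 and 671 nm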
proCasp7 act = activates human procaspase-7, counter-screen for procaspase-3 activators. recombinant procaspase-7, Ac-DEVD-pNA absorbance 405 nm; D23A/D198A/D206A triple mutant, cannot self-cleave; scale: DMSO 0, 5 µM enzyme 100. activation, % at 8.5 µM. 0.093% of 330,000 active. AID 463210;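 active means percent activation above the screen-wide mean plus 3 SD, cut at about 25% in these data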
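Assay system: Uncleavable procaspase-7 mutant enzyme | Input: 2 µM procaspase-7 mutant as dispensed | Timing: 1 h compound preincubation, 2 h substrate cleavage, 25 °C | Repeats: One well per compound | Control set: DMSO wells as 0%, DMSO with 5 µM added PC-7 as 100% | Technique: Epi-absorbance of released pNA at 405 nm, two timepoints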
GRK2 aptamer HTS = human GRK2 inhibition via aptamer displacement | bead flow cytometry, FAM-aptamer displacement from GRK2 | inhibition of aptamer binding, % at 10 µM | P25098 | 0.59% of 330,000 active | AID 488847;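 active means inhibition of aptamer binding above 40%, roughly 3 SD of noise, on plates passing a quality check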;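 further: median bead fluorescence of bound FAM aptamer so fluorescent compounds give negative values; no value below 0 was filed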
proCasp3 act = procaspase-3 (human) activation; P42574; recombinant procaspase-3 D3A, Ac-DEVD-pNA absorbance 405 nm; activation, % at 8.5 µM; 0.11% of 330,000 active; AID 463141;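 active means activation above the mean of all tested compounds plus 3 SD, cut at about 21% in these data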;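 further: 0% = DMSO alone and 100% = DMSO wells spiked with extra 5 µM PC-3 D3A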
Target sequence (P42574 whole entry D9A/D28A/D175A): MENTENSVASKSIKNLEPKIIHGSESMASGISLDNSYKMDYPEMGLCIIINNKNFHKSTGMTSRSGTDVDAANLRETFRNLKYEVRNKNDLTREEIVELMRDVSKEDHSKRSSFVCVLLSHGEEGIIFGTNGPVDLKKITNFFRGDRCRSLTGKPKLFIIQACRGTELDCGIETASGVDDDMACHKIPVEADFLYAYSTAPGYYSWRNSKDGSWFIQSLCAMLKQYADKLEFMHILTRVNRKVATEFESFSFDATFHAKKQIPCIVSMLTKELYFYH
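Assay system: Procaspase-3 D3A mutant, all three cleavage aspartates alanine. Buffer or medium: Zinc-free HEPES saline buffer with Triton X-100. Times: 1 h compound preincubation, 2 h substrate hydrolysis at 25 °C. Measured by: 405 nm absorbance of p-nitroaniline, reads at 0 and 120 min. Read-out basis: percent activation relative to control range. Replicates: singlicate.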
Fh CTSL1 inh = cathepsin L1 inhibition, PFM18AAP counter-screen; inhibition, % at 5.96 µM; 0.49% of 300,000 active; AID 1906; recombinant F. hepatica cathepsin L1, Z-Leu-Arg-MCA fluorescence;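 active means inhibition above the mean of all tested compounds plus 3 SD, set per screening campaign, cut at about 17% in these data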;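 further: 0% = plate median of test compound wells and 100% = 1 µM Z-Phe-Ala-diazomethylketone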
JMJD2C inh = human JMJD2C demethylase inhibition; Q9H3R0; GST-JMJD2C(1-420) H3K9me3 demethylation, DELFIA europium; inhibition, % at 2.35 µM; 0.069% of 330,000 active; AID 2099;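 active means more than half of a compound's replicate wells show inhibition beyond 50%, single wells judged on their own value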;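 further: signal counts dimethyl H3K9 product captured on neutravidin plate; 0% = median of DMSO wells and 100% = 0.3 times that DMSO median; strong numbers were not always called active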
Target sequence (Q9H3R0 1-420 limits assumed): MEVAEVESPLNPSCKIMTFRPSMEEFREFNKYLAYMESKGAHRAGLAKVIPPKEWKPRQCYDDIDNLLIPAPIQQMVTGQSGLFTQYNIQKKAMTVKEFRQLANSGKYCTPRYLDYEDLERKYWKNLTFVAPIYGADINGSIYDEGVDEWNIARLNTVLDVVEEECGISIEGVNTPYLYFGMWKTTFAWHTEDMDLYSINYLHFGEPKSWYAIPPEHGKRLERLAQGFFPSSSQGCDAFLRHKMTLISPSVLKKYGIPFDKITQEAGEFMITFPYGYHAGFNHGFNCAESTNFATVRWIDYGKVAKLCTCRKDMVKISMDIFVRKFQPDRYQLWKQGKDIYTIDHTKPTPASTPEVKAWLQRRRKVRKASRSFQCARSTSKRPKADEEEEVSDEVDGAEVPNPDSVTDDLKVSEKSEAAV
PP5 inh = blocks human protein phosphatase 5 activity. inhibition, % at 6.7 µM. 0.18% of 320,000 active. AID 1987. P53041. purified PP5c, OMFP substrate fluorescence;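 active means inhibition above the campaign's mean inhibition across all tested compounds plus 3 SD, cut at about 9.5% in these data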;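 further: 0% = DMSO only and 100% = 100 µM cantharidin control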
Starred values were filed as active, the others as inactive; i = inactive; / = not tested or not shown.

SMILES | VLA-4 inh | PP1 inh | core dimer inh | proCasp7 act | GRK2 aptamer HTS | proCasp3 act | Fh CTSL1 inh | JMJD2C inh | PP5 inh
COc1cccc(CNC(=O)CCC2CCCN(c3cc(C)nc(N(C)C)n3)C2)c1 (stereo not given) | -5 | -1 | 1 | 2 | 0 | 0 | -1 | -15 | 2.0
Cc1c(NC(=O)C(C)OC(=O)COc2ccccc2)c(=O)n(-c2ccccc2)n1C (stereo not given) | 13 | -4 | -3 | 1 | 0 | 12 | -14 | 0 | -2.7
CC(=O)Nc1ccc(NS(=O)(=O)c2cc(-c3n[nH]c(=O)c4ccccc34)ccc2C)cc1 | 3 | 2 | 8 | 3 | 0 | -1 | 3 | 7 | -0.7
COc1ccc(OC)c(C(=O)CN2CCN(S(=O)(=O)c3ccc(Br)cc3)CC2)c1 | 17 | -2 | 8 | -3 | 0 | -1 | -1 | -4 | 0.1
CCOc1ccccc1N(C)C(=O)CCS(=O)(=O)c1ccc2c(c1)NC(=O)C(C)S2 (stereo not given) | 12 | -1 | 8 | -5 | 5 | 12 | -2 | -2 | 1.8
O=C(Nc1ccccc1)Nc1nnc(Cc2ccccc2F)s1 | -2 | 10 | 15 | 7 | 0 | 4 | -3 | 14 | 1.4
Cc1ccc(NC(=O)C2=CC(c3ccc(C)cc3)=NS(=O)(=O)N2C)cc1 | 23 | 5 | 1 | 3 | 1 | -2 | 1 | i | 3.7
O=C(COC(=O)COc1cccc(F)c1)Nc1nc2ccccc2s1 | 3 | / | / | 6 | 0 | 2 | / | -5 | /
O=C(NCCC1CCCCN1S(=O)(=O)c1ccccc1)C(=O)NCc1ccncc1 (stereo not given) | 42 | -5 | -3 | -9 | 2 | 5 | 8 | 0 | 0.6
COc1ccc(CCN(C)C2CCCN(S(=O)(=O)C(C)C)C2)cc1OC (stereo not given) | 0 | -1 | 2 | -8 | 0 | 6 | -2 | -16 | 5.6
Cn1cccc1CNC(=O)Nc1ccc(Cl)cc1 | 3 | 0 | 8 | -14 | 3 | -18 | 7 | -6 | -7.3
COc1cc(NC(=O)c2ccccc2)c(OC)cc1NC(=O)CSc1[nH]c(=O)cc(C)c1C#N | -8 | -1 | -5 | 1 | 0 | 0 | 4 | 5 | -0.2
O=C(Nc1cccc(-c2cnc3ccccc3n2)c1)C1CC(=O)N(c2ccccc2)C1 (stereo not given) | 9 | -6 | 7 | 0 | 1 | 1 | 1 | 2 | 3.2
Fc1ccccc1N1CCN(Cc2cc(-c3ccccc3)on2)CC1 | 5 | -4 | 1 | -1 | 0 | -3 | 1 | -9 | -2.6
CCn1c(NC(C)=O)c(-c2ccccc2Cl)c(=O)c2ccccc21 | 5 | -3 | -1 | 1 | 2 | 6 | 4 | -9 | -0.1
COCc1ccc(C(=O)N2CCCC(N3CCN(c4ccc(F)cc4)CC3)C2)o1 (stereo not given) | 10 | 0 | 0 | 0 | 0 | 1 | 1 | 11 | -1.1
N#CC(C(=O)c1ccccc1)=C1SCCS1 | 14 | -8 | -1 | 7 | 0 | 4 | -1 | 5 | 0.5
C[C@@H]1CCC(=O)N(C[C@@H](C)CC#N)CC1 | 21 | 1 | -15 | -5 | 0 | -4 | -3 | -1 | 1.3
O=S(=O)(NCCN1CCN(S(=O)(=O)c2ccccc2F)CC1)c1ccccc1F | 0 | / | / | 11 | 0 | 19 | / | -8 | /
COC(=O)c1cccc(NC(=S)N2CCCCC2)c1 | 0 | -2 | -2 | -6 | 5 | 2 | 2 | 30 | 0.9
Cc1ccc(-n2c3c(cc(C(=O)O)c2=O)C(=O)CC(C)(C)C3)cc1 | 1 | -4 | 0 | -11 | 1 | 12 | 0 | 10 | 3.2
O=C(CN1CCN(c2ccccc2)CC1)N1CCc2ccccc21 | -6 | -3 | -3 | 0 | 0 | -2 | 2 | -6 | 2.6
CCCCC(=O)Nc1cnc(NC(=O)c2cccs2)cc1C | -1 | -4 | -5 | 0 | 2 | 6 | -2 | 7 | 2.6
Cc1cc(C)nc(NC(=O)/C=C/c2cccs2)c1 | -14 | 1 | 1 | 1 | 6 | 5 | 0 | 0 | 1.8
CS(=O)(=O)NCCSc1nnnn1-c1ccccc1 | 7 | -1 | -2 | 0 | 2 | -5 | 0 | 11 | 0.9
COc1cc(C(=O)NCC(=O)Nc2c(C)cccc2C)ccc1OCC(=O)N1CCOCC1 | -3 | / | / | 5 | 0 | 6 | / | -2 | /
CCN(CCCNC(=O)CSc1cc(=O)n(C)c2cc(Cl)ccc12)Cc1ccccc1 | 11 | 7 | -13 | 7 | 2 | -1 | -1 | -6 | 3.2
O=C1CSC(c2cccc(F)c2)N1c1ccccc1 (stereo not given) | 1 | 2 | 2 | -9 | 0 | 6 | -2 | 3 | -1.1
Cc1nc(Sc2nnnn2-c2ccccc2)c(C#N)c(C)c1C | -18 | -5 | 9 | 7 | 1 | 0 | 0 | -1 | -0.9
CCOc1ncccc1C(=O)N1CCN(S(=O)(=O)c2ccc(Br)cc2Cl)CC1 | 2 | -7 | 1 | 11 | 4 | -1 | 2 | -3 | -0.6
COc1ccc(-c2ncc3ccccn23)cc1OC | -5 | 4 | -4 | 1 | 31 | -4 | -1 | 3 | 0.1
COC(=O)C1=C(N)OC2=C(C(=O)CCC2)C1c1ccc2c(c1)OCO2 (stereo not given) | 5 | -3 | 13 | -9 | 0 | -2 | 3 | 0 | -2.5
Cc1nc2nc(C)c(CCC(=O)NCc3ccc4c(c3)OCO4)c(C)n2n1 | 0 | 1 | -1 | -8 | 2 | 7 | -1 | 37 | 3.9
CC1CC(C)(C)CC2(C1)NC(=O)N(CC(=O)NCCc1ccc3c(c1)OCCO3)C2=O (stereo not given) | -32 | -3 | -2 | 0 | 8 | -4 | 2 | -2 | -0.8
CC1=CC(=O)C(C(C)C)=CC1=NC(=O)c1ccc(C)cc1 | 28 | 1 | 0 | 3 | 0 | -6 | -1 | -1 | 1.1
COc1ccc(C2=NC(CO)(CO)CO2)cc1 | 4 | 1 | -3 | 11 | 1 | -3 | -8 | -12 | 0.2
CCC(C)N(C(=O)COc1ccc(NC(C)=O)cc1)C1CCS(=O)(=O)C1 (stereo not given) | 0 | -4 | -2 | -1 | 0 | -3 | -3 | -12 | -0.7
COC(=O)/C(=C/c1ccco1)NC(=O)c1ccccc1 | -4 | 2 | -14 | -8 | 0 | -4 | 2 | 2 | 0.4
COc1ccc(Nc2ccnc3ccccc23)cc1 | 9 | 1 | -4 | -2 | 0 | -8 | -1 | -7 | -1.9
CC1(C)Cc2c(cnn2-c2ccccc2)C(=O)/C1=N\NC(=O)c1ccccc1O | -29 | -2 | 0 | 10 | 0 | -10 | 4 | 1 | 2.4

5 entries from above, with values under each structure:
The line under a structure holds: VLA-4 inh | PP1 inh | core dimer inh | proCasp7 act | GRK2 aptamer HTS | proCasp3 act | Fh CTSL1 inh | JMJD2C inh | PP5 inh
- COC(=O)C1=C(N)OC2=C(C(=O)CCC2)C1c1ccc2c(c1)OCO2 (stereo not given)
  5 | -3 | 13 | -9 | 0 | -2 | 3 | 0 | -2.5
- CCN(CCCNC(=O)CSc1cc(=O)n(C)c2cc(Cl)ccc12)Cc1ccccc1
  11 | 7 | -13 | 7 | 2 | -1 | -1 | -6 | 3.2
- COc1cc(C(=O)NCC(=O)Nc2c(C)cccc2C)ccc1OCC(=O)N1CCOCC1
  -3 | / | / | 5 | 0 | 6 | / | -2 | /
- CC1CC(C)(C)CC2(C1)NC(=O)N(CC(=O)NCCc1ccc3c(c1)OCCO3)C2=O (stereo not given)
  -32 | -3 | -2 | 0 | 8 | -4 | 2 | -2 | -0.8
- O=C1CSC(c2cccc(F)c2)N1c1ccccc1 (stereo not given)
  1 | 2 | 2 | -9 | 0 | 6 | -2 | 3 | -1.1

Other entries follow.
SMILES | VLA-4 inh | PP1 inh | core dimer inh | proCasp7 act | GRK2 aptamer HTS | proCasp3 act | Fh CTSL1 inh | JMJD2C inh | PP5 inh
Cc1ccc(-n2c3c(cc(C(=O)N4CCN(C)CC4)c2=O)C(=O)CC(C)(C)C3)cc1 | 0 | -1 | -6 | -5 | 0 | 1 | -1 | 6 | 1.0
COc1ccc(CCNCCN2CCOCC2)cc1 | -6 | 6 | -9 | 4 | 1 | -1 | 1 | 35 | 4.9
C#CCOCCOCCOCCNc1nc(N2CCN(C(=O)[C@H](CC(N)=O)n3cc([C@@H](N)C(C)C)nn3)CC2)nc(N2CCN(C(=O)[C@H](CC(N)=O)n3cc([C@@H](N)C(C)C)nn3)CC2)n1 | 11 | / | / | 13 | 0 | 3 | / | 20 | /
CCN1C(=O)C(CC(=O)N2CCN(C(c3ccccc3)c3ccccc3)CC2)N(CC)C1=O (stereo not given) | -18 | 2 | 7 | 10 | 0 | -7 | 11 | 2 | -1.5
Cc1c(C)c(C)c(C(=O)CCc2cccc(NC(=O)CCC(=O)O)c2)c(C)c1C | -3 | 2 | 4 | -6 | 3 | 9 | 9 | -7 | -1.6
CC(=O)NC1C(Oc2cccc(C)c2)OC2COC(c3ccco3)OC2C1O (stereo not given) | 20 | -1 | -6 | -2 | 0 | 5 | -1 | -3 | -0.5
CCC(=O)NCC(c1ccco1)N1CCN(c2ccc(OC)cc2)CC1 (stereo not given) | 4 | 1 | -6 | 5 | 1 | 4 | 1 | 8 | 1.0
Cc1ccc(OC(=O)Cn2c(C(F)(F)F)nc3ccccc32)cc1 | -8 | -5 | -6 | 4 | 3 | 0 | -4 | -9 | 2.3
COc1ccc(S(=O)(=O)N2CCCN(CC(=O)Nc3ccc(NC(C)=O)cc3)CC2)cc1 | 11 | -1 | 5 | -6 | 1 | -3 | 1 | 3 | 3.3
O=C(NC12CC3CC(CC(C3)C1)C2)c1ccccc1O | 3 | 2 | 4 | -4 | 4 | 3 | -1 | -5 | 2.3
CCCCCCN=C(C)C1=C(O)C(C(=O)OC)C(C)(C)CC1=O (stereo not given) | 26 | -1 | 2 | 9 | 0 | 2 | 0 | -8 | 1.2
CCC1C(C#N)=C(SC)NC2=C1C(=O)CC(C)(C)C2 (stereo not given) | -21 | -12 | 4 | -5 | 2 | 4 | 12 | -1 | -1.7
COc1ccc(Br)cc1/C=C/C(=O)NCC(=O)O | 2 | -5 | -2 | 14 | 0 | 0 | -3 | -11 | -4.0
Cc1ccc2oc(=O)c3cc(C(=O)NCCCN4CCc5ccccc5C4)sc3c2c1 | -1 | 4 | 5 | 0 | 0 | -6 | -2 | 7 | 1.1
Cn1c2ccc(F)cc2c2ncn(CCN3CCOCC3)c(=O)c21 | -7 | 1 | -9 | 2 | 0 | 7 | 1 | 6 | -0.6
C=CCn1cc(/C=C2\SC(N3CCOCC3)=NC2=O)c2ccccc21 | 8 | 0 | -7 | 1 | 0 | -1 | 1 | -1 | 2.4
O=C(C1CCCN(Cc2ccccc2C(F)(F)F)C1)N1CCCCC1 (stereo not given) | 11 | -2 | 3 | 3 | 0 | -1 | -1 | -1 | 2.6
